# Vif inh – blocks HIV Vif function; AID 602346; actives 0.35% (n = 340,000); HEK293T cells, Vif self-association by quenched fluorescence, imaging, 24 h; inhibition, % at 7.49 µM; in the data active = inhibition above about 50%, passing the limit was not always enough; note: some results filed as inactive read as strong as hits
# CF NFkB inh – blocks PAF-induced NF-kB reporter in cystic fibrosis cells. inhibition, % at 5 µM. actives 0.86% (n = 360,000). KKLEB NF-kB-GFP reporter, GFP fluorescence overnight;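 active = at least 50% inhibition at 5 µM, scaled per plate between neutral and stimulator controls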;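 note: PAF is a Pseudomonas aeruginosa culture filtrate used as stimulus; plate controls were PAF-stimulated DMSO wells for no effect and unstimulated DMSO wells for full effect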
# NR2E3 ag-1 – agonists of human NR2E3 nuclear receptor | inhibition of corepressor binding, % at 3.98 µM | AID 602229 | CHO-S Gal4-NCOR/VP16-NR2E3 two-hybrid, luciferase | Q9Y5X4 | actives 0.35% (n = 360,000);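 active = inhibition above the mean of all tested compounds plus 3 SD, cut at about 70% in these data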;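 note: 0% = DMSO with NR2E3 transfected cells and 100% = cells lacking NR2E3 construct; higher means lower luciferase signal from less NR2E3 corepressor binding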
# Target sequence (Q9Y5X4 whole entry, looked up, the tested form may be a part): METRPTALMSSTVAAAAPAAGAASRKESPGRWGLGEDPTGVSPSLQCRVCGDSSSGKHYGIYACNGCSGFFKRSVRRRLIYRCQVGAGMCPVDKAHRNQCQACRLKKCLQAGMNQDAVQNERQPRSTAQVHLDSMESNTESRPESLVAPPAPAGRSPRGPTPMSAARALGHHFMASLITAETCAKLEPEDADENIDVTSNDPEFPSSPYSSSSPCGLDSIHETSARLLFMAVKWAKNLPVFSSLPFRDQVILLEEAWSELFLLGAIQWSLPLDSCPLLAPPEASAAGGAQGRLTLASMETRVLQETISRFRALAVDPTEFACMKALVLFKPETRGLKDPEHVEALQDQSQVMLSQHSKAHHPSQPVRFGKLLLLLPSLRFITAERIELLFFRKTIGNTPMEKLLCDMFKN
# NR2E3 ag-2 – activates human photoreceptor nuclear receptor NR2E3; Q9Y5X4; GST-NR2E3/biotin-RetCOR TR-FRET, 1536-well; inhibition of corepressor binding, % at 4.78 µM; actives 0.12% (n = 320,000); AID 2300;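 active = percent inhibition above the cutoff of mean plus 3 SD of all tested compounds, set per screening campaign, cut at about 20% in these data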;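 note: 0% = DMSO wells and 100% = biotin wells as full block of FRET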
#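 Assay system: NR2E3–RetCOR corepressor complex. Quantity: 1.35 nM GST-NR2E3. Buffer or medium: pH 7.5 Tris-based buffer. Reagent: biotinylated RetCOR corepressor at 7 nM final. Schedule: 5 h at 4 °C. Detection: TR-FRET, emission read at 617 and 671 nm. Replicates: one well per compound, singlicate testing.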
# CaV13 ICDI inh – Primary screen for inhibitors of IQ motif and Ca2+-dependent inactivation inhibitor domain binding in CACNA1D, Förster resonance energy transfer in living cells, …; HEK cells, CFP/YFP FRET ICDI-IQ, plate reader, 10 min; percent FRET-ratio fall versus neutral wells; inhibition, % at 12.3 µM; actives 0.098% (n = 340,000);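 active = mean replicate inhibition of at least 30% and at least 1% of replicates passing that level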;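 note: 0% = median of the neutral control wells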
# PDI turbidity – blocks human protein disulfide isomerase activity | PDI insulin aggregation turbidity, A650, 90 min | inhibition, % at 10 µM | actives 0.052% (n = 350,000) | AID 588391;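 active = mean inhibition across replicates of 30% or more, whatever share of single replicates reach that level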;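 note: absorbance from insulin aggregation driven by PDI reduction with DTT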
# Target sequence (P07237 whole entry, looked up): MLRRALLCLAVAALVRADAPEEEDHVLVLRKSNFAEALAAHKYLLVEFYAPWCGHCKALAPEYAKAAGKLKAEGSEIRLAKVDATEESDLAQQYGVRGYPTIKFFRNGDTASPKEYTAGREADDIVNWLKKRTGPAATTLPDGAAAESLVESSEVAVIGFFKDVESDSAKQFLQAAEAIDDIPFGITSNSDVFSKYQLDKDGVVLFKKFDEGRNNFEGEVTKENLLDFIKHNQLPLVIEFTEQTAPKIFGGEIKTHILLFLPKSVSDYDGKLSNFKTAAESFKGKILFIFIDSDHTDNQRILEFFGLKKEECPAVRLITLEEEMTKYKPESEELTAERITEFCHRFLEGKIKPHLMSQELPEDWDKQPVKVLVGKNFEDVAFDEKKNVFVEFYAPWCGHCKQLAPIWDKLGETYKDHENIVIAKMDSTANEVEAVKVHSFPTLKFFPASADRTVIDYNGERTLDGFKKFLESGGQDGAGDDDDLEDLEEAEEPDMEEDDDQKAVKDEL
# Shn3 3UTR inh – reduces Shn3 3'UTR luciferase signal in osteoblasts; AID 588674; Clone20 osteoblast Shn3 3'UTR firefly luciferase, 24 h; actives 0.52% (n = 360,000); inhibition, % at 12.5 µM;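 active = mean inhibition of at least 75% with every replicate also reaching 75%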;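 note: 0% = median of neutral control wells and 100% = pilot-screen positive control compound; some compounds past the cut are filed as inactive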
# MITF TRPM1 inh – MITF TRPM1 promoter inhibition in SK-MEL-5 cells | SK-MEL-5 TRPM1 promoter luciferase, 24 h | inhibition, % at 12.5 µM | actives 0.83% (n = 330,000) | AID 488899;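 active = mean inhibition across replicates of 60% or more, whatever share of single replicates reaches that level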; note: values of inactives mirror those of a sister screen read the other way
# Peg3 prom inh – Peg3 promoter activity inhibition. HeLa PEG-Prom luciferase reporter, luminescence, overnight. inhibition, % at 20 µM. actives 1.7% (n = 360,000). AID 588405;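 active = inhibition of at least 50% at 20 µM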
# KKLEB tox – counter-screen for CF NF-kB inhibitors: cytotoxicity; KKLEB CF airway cells viability, ATPlite luminescence, overnight; active compounds read low; cells stimulated with P. aeruginosa culture filtrate; activity change (cytotoxicity), % at 5 µM; actives 0.36% (n = 360,000);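 active = corrected activity change at or below -50% at 5 µM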
# HIF-2a inh – HIF-2a inhibition | 786-0 RCC cells HIF-2a reporter, luciferase luminescence, overnight | actives 0.72% (n = 360,000) | inhibition, % at 18.8 µM;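 active = inhibition of the luminescence signal of 40% or more relative to plate controls, in a single-dose primary screen at 18.75 µM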
# * hit, by the source's call; i = inactive; . = no result given. An unsorted share of the library. Share with any hit: about 3.3%.
cpd	canonical_smiles	Vif inh	CF NFkB inh	NR2E3 ag-1	NR2E3 ag-2	CaV13 ICDI inh	PDI turbidity
1	CNc1nc(C23CC4CC(CC(C4)C2)C3)cs1	5	13	-18	-6	2	7
2	CCc1ccc(NC(=O)Cn2nnc(C(=O)NCc3cccs3)c2N)cc1	3	-9	-21	3	4	-12
3	Cc1cccn2c(=O)c(C=C(C#N)C#N)c(N3CCN(c4cccc(Cl)c4)CC3)nc12	0	-1	10	-1	-4	-5
4	COc1ccccc1CNC(=O)COC(=O)c1sc(C)nc1C	8	14	11	0	-3	-7
5	Cc1ccc(S(=O)(=O)N2CCOCC2)cc1NC(=O)Nc1ccc([N+](=O)[O-])cc1	8	21	7	.	-6	-2
6	CCS(=O)(=O)N1CCCC(C(=O)NCc2cccc(OC)c2)C1 (configuration not stated)	1	-4	-5	1	.	-3
7	COC(C/C=C\[C@@H](O)COCc1ccccc1)OC	12	4	-6	.	-12	-1
8	Cc1ccc2nc(NC(=O)Cn3nc(C)c([N+](=O)[O-])c3C)sc2c1	-2	2	13	2	-5	-8

cpd	Shn3 3UTR inh	MITF TRPM1 inh	Peg3 prom inh	KKLEB tox	HIF-2a inh
1	36	0	14	3	6
2	6	-17	14	10	8
3	-6	7	3	3	20
4	5	.	-12	6	10
5	25	3	33	7	10
6	10	-9	2	13	11
7	-4	-2	-5	0	-5
8	19	8	-11	6	-9

# Additional results
cpd	canonical_smiles	Vif inh	CF NFkB inh	NR2E3 ag-1	NR2E3 ag-2	CaV13 ICDI inh	PDI turbidity
9	Cc1ccc(NC(=O)Nc2ccccc2)cc1[N+](=O)[O-]	-2	9	-94	-3	-7	-3
10	Cc1ccc(CNc2oc(-c3ccco3)nc2C#N)cc1	-3	-1	-15	-1	-8	-9
11	CC[C@@H]1C(c2cccc(Cl)c2)=NN(c2ccc(Br)cc2)[C@H]1C(=O)N1CCOC1=O	5	-8	-26	.	.	12
12	O=C(Nc1ccc(Cl)c(Cl)c1)c1ccc2c(c1)OCO2	-4	16	-148	-3	-4	11
13	CC1CCC(=C(C#N)c2nc(-c3cc4ccccc4oc3=O)cs2)CC1 (configuration not stated)	24	7	-58	-1	.	-4
14	O=C(Nc1ccccc1Br)c1ccc(N2CCCC2=O)cc1	-6	-16	-84	-1	-5	13
15	NS(=O)(=O)c1ccc(CCN2C(=O)CCC2=O)cc1	16	-2	-20	1	-16	1
16	O=C(/C=C/c1cc(Br)ccc1F)OCC(=O)N1CCCC1	24	-6	-5	0	-2	-8

cpd	Shn3 3UTR inh	MITF TRPM1 inh	Peg3 prom inh	KKLEB tox	HIF-2a inh
9	-36	-30	-206	7	-219
10	7	-11	-5	-14	-31
11	-26	12	10	8	6
12	-105	-45	-313	8	-225
13	-69	-78	-302	-12	-242
14	-79	-84	-323	-24	-235
15	-7	5	-10	9	2
16	-2	13	-6	-1	-3

# Going on with the list:
cpd	canonical_smiles	Vif inh	CF NFkB inh	NR2E3 ag-1	NR2E3 ag-2	CaV13 ICDI inh	PDI turbidity
17	O=C(N/N=C/c1ccc(Cl)cc1)c1cc2c(s1)-c1ccccc1CC2	1	-18	-14	1	-1	-10
18	COc1ccc(NC(=O)N2CCCC2C(=O)NCC2CCCCC2)cc1 (configuration not stated)	-3	7	-13	3	-5	4
19	COc1ccc(NC(=S)Nc2ccc3nc(C)c(C)nc3c2)cc1	-9	4	1	0	-7	7
20	NS(=O)(=O)c1ccc(CNC(=O)c2cc(-c3cccnc3)nc3ccc(Br)cc23)cc1	.	23	8	-1	-8	8
21	CCn1cc(C(=O)O)c(=O)c2cc(F)c(N3CCN(C(=S)Nc4ccc(OC)cc4)CC3)cc21	-1	19	-27	2	6	-2
22	CCOc1cc(C2NC(=O)NC(c3ccccc3)=C2C(C)=O)ccc1OC(C)=O (configuration not stated)	-4	9	0	-4	-5	0
23	Cc1c(Cl)cccc1NC(=S)NCc1ccccc1	25	12	7	0	-4	2
24	CCN(CC)c1ccc(C(=O)NNC(=O)Cn2c(=O)cnc3ccccc32)cc1	-7	3	22	.	-12	15

cpd	Shn3 3UTR inh	MITF TRPM1 inh	Peg3 prom inh	KKLEB tox	HIF-2a inh
17	0	6	18	-6	1
18	0	-15	1	-3	16
19	-7	-16	-27	-17	-68
20	-3	-14	7	-25	-8
21	-23	2	-4	3	12
22	-12	-3	1	1	14
23	-1	4	-8	-2	-15
24	-12	.	-12	-3	-20

# Remaining list, next part.
cpd	canonical_smiles	Vif inh	CF NFkB inh	NR2E3 ag-1	NR2E3 ag-2	CaV13 ICDI inh	PDI turbidity
25	CCOc1ccc2nc3c(cc2c1)CN(CCCO)C(=NCCOC)S3	-1	-10	-27	4	.	3
26	Cc1cc2nccc(-c3cccnc3)n2n1	2	8	-20	4	-2	0
27	C/C=C/C=C/C(=O)OCC(=O)Nc1ccc(Cl)cc1	4	3	-33	-2	-4	-15
28	Cc1ccc(OCCCC(=O)Nc2ccc(Cl)c(S(=O)(=O)N3CCOCC3)c2)cc1	-22	17	-12	2	-3	-5
29	CC(C(=O)NCc1ccccn1)c1ccc([N+](=O)[O-])cc1 (configuration not stated)	-1	16	13	3	-7	-12
30	Cc1nnc(SCC(=O)Nc2sc3c(c2C(N)=O)CCCC3)[nH]c1=O	9	9	7	1	-9	-2
31	CCC(=O)O[C@]1(C(=O)CCl)[C@@H](C)C[C@H]2[C@@H]3CCC4=CC(=O)C=C[C@]4(C)[C@@]3(F)[C@@H](O)C[C@@]21C	20	77*	-5	-2	-6	6
32	O=C(Nc1ccc(S(=O)(=O)NC2=NCCCCC2)cc1)c1ccc(Cl)cc1Cl	-8	15	-12	-1	-5	0

cpd	Shn3 3UTR inh	MITF TRPM1 inh	Peg3 prom inh	KKLEB tox	HIF-2a inh
25	-26	-41	-63	12	-121
26	9	12	-5	1	14
27	11	18	8	4	17
28	49	37	10	-20	12
29	3	-11	6	-9	30
30	2	5	19	-14	2
31	3	-30	1	17	24
32	23	4	0	-5	2

# The list goes on.
cpd	canonical_smiles	Vif inh	CF NFkB inh	NR2E3 ag-1	NR2E3 ag-2	CaV13 ICDI inh	PDI turbidity
33	O=C(Nc1ccccc1C(=O)NCCCN1CCOCC1)c1ccc(Cl)cc1	4	12	-16	3	-6	-5
34	CCCn1c(SCC(=O)c2ccc3c(c2)OCCO3)nnc1-c1ccco1	-18	-12	-18	2	-4	-16
35	CC1CCCN(C(=O)C2CCN(CC(C)c3ccccc3)CC2)C1 (configuration not stated)	14	10	9	4	-5	24
36	COc1ccc(OC)c(/C=C2\Oc3cc(OCC(=O)N4CC(O)C[C@H]4C(=O)O)ccc3C2=O)c1 (some centres not stated)	-1	22	-4	0	.	.
37	COC(=O)[C@H]1[C@H](c2ccccc2)[C@H](C(=O)OC)O[C@H]1c1ccccc1	5	5	1	0	-4	-7
38	CCOc1ccc(N(CC(=O)N2CCC(Cc3ccccc3)CC2)S(C)(=O)=O)cc1	-6	-31	9	-1	-7	3
39	O=C(CCC(=O)c1cccs1)NCc1ccccc1	9	-5	-20	2	-5	-2
40	O=C(CCc1nnc(-c2ccc3c(c2)OCO3)o1)NCCc1ccccc1F	7	6	-38	0	-5	-8

cpd	Shn3 3UTR inh	MITF TRPM1 inh	Peg3 prom inh	KKLEB tox	HIF-2a inh
33	4	-6	10	-15	22
34	-5	0	15	1	2
35	2	13	10	-9	9
36	1	-5	2	0	6
37	3	-6	8	0	14
38	50	13	-5	12	10
39	-4	0	9	0	9
40	32	3	-15	7	-15

# Next structures
cpd	canonical_smiles	Vif inh	CF NFkB inh	NR2E3 ag-1	NR2E3 ag-2	CaV13 ICDI inh	PDI turbidity
41	O=C(Nc1nccs1)C(Br)C(Br)c1ccccc1 (configuration not stated)	-2	14	-196	-2	-18	4
42	CC(Cc1ccccc1)C(=O)Nc1ccccc1 (configuration not stated)	10	-6	-17	1	-6	0
43	CCn1c(SCC(=O)N(C(C)C)C(C)C)nnc1-c1cc2ccccc2cc1O	-19	-4	7	2	-4	2
44	Cn1cc(C(c2ccccc2OCC(=O)O)c2cn(C)c3ccccc23)c2ccccc21	i	1	1	1	45*	0
45	COc1ccc(OCCNC(=O)CSc2ccc(C(F)(F)F)cc2[N+](=O)[O-])cc1	1	-9	2	0	-7	-1
46	CC1(C)CC(=O)C=C(C(=O)N2CCCC(C(=O)c3cc(F)ccc3F)C2)O1 (configuration not stated)	-2	-60	-12	.	-6	0
47	COc1ccc(OCC(CO)N2CCN(c3ccccc3)CC2)cc1 (configuration not stated)	1	-10	17	.	-7	21
48	Cc1c(CCOC(=O)c2cc([N+](=O)[O-])cc([N+](=O)[O-])c2)sc[n+]1CC(=O)c1ccc(Br)cc1	32	-4	-8	1	-7	-7
49	COc1ccc(-c2nc(S(=O)(=O)c3ccccc3)c(NCCCN3CCOCC3)o2)cc1	-3	-5	-13	.	-12	11
50	CC(=O)c1cccc(NC(=O)CSc2nnc(-c3cccnc3)o2)c1	2	-4	-4	-3	-5	-9
51	C[C@H](CO)N1C[C@H](C)[C@@H](CN(C)S(=O)(=O)c2cn(C)cn2)Oc2c(NS(=O)(=O)c3cn(C)cn3)cccc2C1=O	-3	-3	-6	.	-4	-11

cpd	Shn3 3UTR inh	MITF TRPM1 inh	Peg3 prom inh	KKLEB tox	HIF-2a inh
41	-35	.	-168	-1	-223
42	-16	-10	-29	-1	-45
43	28	16	18	6	33
44	2	13	5	18	16
45	10	7	0	5	19
46	-12	.	13	18	-7
47	20	0	7	7	-2
48	2	56	-6	-12	0
49	-11	3	-5	2	-12
50	-16	7	-10	8	-3
51	-12	7	4	-8	-12

# Molecules listed so far with bromine (6):
cpd	canonical_smiles	Vif inh	CF NFkB inh	NR2E3 ag-1	NR2E3 ag-2	CaV13 ICDI inh	PDI turbidity
11	CC[C@@H]1C(c2cccc(Cl)c2)=NN(c2ccc(Br)cc2)[C@H]1C(=O)N1CCOC1=O	5	-8	-26	.	.	12
14	O=C(Nc1ccccc1Br)c1ccc(N2CCCC2=O)cc1	-6	-16	-84	-1	-5	13
16	O=C(/C=C/c1cc(Br)ccc1F)OCC(=O)N1CCCC1	24	-6	-5	0	-2	-8
20	NS(=O)(=O)c1ccc(CNC(=O)c2cc(-c3cccnc3)nc3ccc(Br)cc23)cc1	.	23	8	-1	-8	8
41	O=C(Nc1nccs1)C(Br)C(Br)c1ccccc1 (configuration not stated)	-2	14	-196	-2	-18	4
48	Cc1c(CCOC(=O)c2cc([N+](=O)[O-])cc([N+](=O)[O-])c2)sc[n+]1CC(=O)c1ccc(Br)cc1	32	-4	-8	1	-7	-7

cpd	Shn3 3UTR inh	MITF TRPM1 inh	Peg3 prom inh	KKLEB tox	HIF-2a inh
11	-26	12	10	8	6
14	-79	-84	-323	-24	-235
16	-2	13	-6	-1	-3
20	-3	-14	7	-25	-8
41	-35	.	-168	-1	-223
48	2	56	-6	-12	0
